Hck Nef HTS – inhibitors of human Hck kinase activated by Nef. Recombinant Hck-YEEI plus Nef, Z-Lyte FRET kinase assay. inhibition, % at 20 µM. actives 0.68% (n = 220,000). AID 463187;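 active = Hck-Nef kinase inhibition above about 50%, limit read from the data; inactive = inhibition below that limit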;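 note: 0% = DMSO with Hck plus Nef and 100% = Hck alone without Nef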
Runt-SMMHC FRET – blocks binding of human RUNX1 Runt domain to CBFb-SMMHC; Q01196+Q13951; Cerulean-Runt/Venus-CBFb-SMMHC FRET ratio 530/480, 1 h; inhibition, % at 20 µM; actives 0.74% (n = 220,000); AID 1434;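 active = mean inhibition across duplicate retests at 20 µM reaching about 50%, limit read from the data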;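 note: 0% = DMSO wells and 100% = wells with excess untagged CBFb-SMMHC; inhibitors lower the FRET ratio by blocking Runt binding to CBFb-SMMHC; some results filed as inactive read as strong as hits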
Target sequence (Q01196 whole entry, looked up, the tested form may be a part): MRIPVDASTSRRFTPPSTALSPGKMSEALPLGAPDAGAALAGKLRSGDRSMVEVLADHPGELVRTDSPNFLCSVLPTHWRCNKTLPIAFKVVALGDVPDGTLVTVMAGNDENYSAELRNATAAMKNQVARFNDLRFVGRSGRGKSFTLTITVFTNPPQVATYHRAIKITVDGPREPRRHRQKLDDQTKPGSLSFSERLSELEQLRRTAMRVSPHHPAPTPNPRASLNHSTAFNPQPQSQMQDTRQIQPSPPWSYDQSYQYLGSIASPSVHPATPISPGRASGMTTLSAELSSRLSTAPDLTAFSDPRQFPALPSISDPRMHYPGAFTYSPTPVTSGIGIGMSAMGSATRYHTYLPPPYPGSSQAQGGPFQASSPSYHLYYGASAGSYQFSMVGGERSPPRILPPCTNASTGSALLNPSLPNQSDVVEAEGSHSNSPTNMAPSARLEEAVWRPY
Target sequence (Q13951 whole entry, looked up, the tested form may be a part): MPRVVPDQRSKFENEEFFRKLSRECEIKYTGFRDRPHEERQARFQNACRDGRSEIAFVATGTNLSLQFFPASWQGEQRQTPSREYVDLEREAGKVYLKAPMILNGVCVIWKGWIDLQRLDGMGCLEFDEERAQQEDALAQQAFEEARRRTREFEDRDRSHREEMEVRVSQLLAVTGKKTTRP
KLK5 inh – kallikrein 5 (human) inhibition; actives 0.59% (n = 210,000); recombinant hK5, fluorogenic AMC substrate cleavage; AID 873; inhibition, % at 5 µM;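 active = inhibition of 40% or more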;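 note: 0% = enzyme controls without compound and 100% = no-enzyme blanks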
Target sequence (Q9Y337 67-293 limits assumed): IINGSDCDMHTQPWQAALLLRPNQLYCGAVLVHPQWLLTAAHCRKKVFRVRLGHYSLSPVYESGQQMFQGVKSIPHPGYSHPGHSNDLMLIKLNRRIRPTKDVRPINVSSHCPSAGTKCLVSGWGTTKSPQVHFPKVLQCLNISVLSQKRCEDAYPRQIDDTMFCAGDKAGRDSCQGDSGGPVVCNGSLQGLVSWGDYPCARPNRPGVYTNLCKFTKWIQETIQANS
FXIa inh 1536 – factor XIa (human) inhibition | P03951 | purified FXIa, Boc-Glu-Ala-Arg-AMC fluorogenic substrate | inhibition, % at 5 µM | actives 0.14% (n = 220,000);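 active = inhibition of at least 40%; inactive = inhibition below 40%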;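 note: fluorescence of freed AMC excited at 355 nm; 0% = enzyme without compound and 100% = no enzyme blank; many of its hits are not listed in these tables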
Wee1 stabilizer – blocks degradation of human Wee1 kinase | P30291 | HeLa Luc-Wee1K328M stability, luciferase luminescence; 100% = proteasome inhibitor MG132 effect | reporter increase, % at 5 µM | actives 1.2% (n = 220,000) | AID 1321;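 active = activation above the mean of all tested compounds plus 3 SD, set per screening run, cut at about 8.8% in these data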;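 note: cells exposed to compound for 20 h before luminescence read; 0% = DMSO alone and 100% = MG132 at 30 µM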
thrombin 1536 – blocks human thrombin protease activity; P00734; alpha-thrombin, Boc-VPR-AMC fluorogenic substrate cleavage; inhibition, % at 5 µM; actives 0.26% (n = 220,000);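 active = inhibition at or above 40%; inactive = inhibition below 40%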;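 note: 0% = enzyme with no compound and 100% = wells without enzyme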
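System: Human alpha-thrombin protein | Medium: pH 7.5 Tris (50 mM) with NaCl 150 mM, Tween 20 0.05% | Times: Enzyme reaction carried out at room temperature | Detection: AMC fluorescence, 355/460 nm | Evaluation: Percent inhibition scaled between no-compound controls and no-enzyme blanks | Benchmarks: Enzyme without compound as high, wells lacking enzyme as low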
Runt-CBFb FRET – Runt domain-CBFb interaction inhibition; Q01196+Q13951; Cerulean-Runt/Venus-CBFb FRET ratio 530/480, 1 h; inhibition, % at 20 µM; actives 0.46% (n = 220,000); AID 1496;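 active = inhibition over about 50% at 20 µM in the single-dose screen, limit read from the data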;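 note: 0% = DMSO wells and 100% = excess unlabeled CBFb competitor control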
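Buffer or medium: Tris pH 7.5 buffer with BSA. Assay system: Cerulean-labeled Runt domain protein. Amount: each fluorescent fusion protein 100 nM. Read-out basis: loss of energy transfer signal. Incubation: 1 h compound exposure, room temperature. Probe or stimulus: Venus-CBFb binding partner, 100 nM. Detection: FRET, excitation 422 nm, emission at 530 and 480 nm.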
FXIIa inh – inhibitors of human coagulation factor XIIa; P00748; purified FXIIa, Boc-QGR-AMC fluorogenic substrate, 2 h; inhibition, % at 5 µM; actives 0.3% (n = 220,000); in the data active = inhibition above about 40%;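 note: 0% = enzyme with no compound and 100% = blank without enzyme; many of its hits are not listed in these tables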
14-3-3 Bad inh – disrupts binding of bovine 14-3-3 zeta to phospho-Bad peptide | inhibition, % at 21.7 µM | TR-FRET 14-3-3zeta/Dy647-pBad peptide displacement, 1 h | actives 0.71% (n = 220,000) | P63103;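 active = inhibition above about 70%, limit read from the data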;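 note: 0% = full 14-3-3 plus peptide FRET controls and 100% = background without 14-3-3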
The depositor's hits bear a star; / = not tested or not shown; [ ] = dose if it differs, or a comment. An unsorted share of the library; overall some 4.2% were active at least once.

mol	Hck Nef HTS	Runt-SMMHC FRET	KLK5 inh	FXIa inh 1536	Wee1 stabilizer	thrombin 1536	Runt-CBFb FRET	FXIIa inh	14-3-3 Bad inh
O=C(COc1ccccc1)OCc1cc2ccccc2[nH]c1=O	6	0	-11	-9	-3	-2	0	17	-4
O=C(CN1CCN(c2ccccc2)CC1)c1ccc2cc[nH]c2c1	2	-5	-17	4	0	-2	0	7	-1
Cc1occc1C(=O)Nc1ccc(S(N)(=O)=O)cc1	20	-5	-1	-3	2	-3	2	8	-10
COc1ccc(-c2csc(NC(=O)c3ccc(S(=O)(=O)N4CCc5ccccc5C4)cc3)n2)c(OC)c1	3	-12	-9	6	-5	-2	-3	4	-39
COc1ccccc1N=Nc1c(C)noc1C	5	1	16	-18	-2	-3	-3	5	-1
CN(C)/C=C1\C(=O)N(c2ccc(F)cc2F)C(c2cccnc2)S1(=O)=O (stereo not given)	13	-3	-7	-6	2	-9	1	-1	4
Cc1ccccc1N(CC(=O)Nc1ccccc1C(=O)NCc1ccco1)S(=O)(=O)c1ccccc1	2	2	-15	1	1	-3	1	2	-12
O=C(OCc1nnc(-c2ccccc2)o1)c1cc(Cl)ccc1[N+](=O)[O-]	-24	0	5	1	3	-1	0	9	6
CC1CC(C)CN(C(=O)c2cc3c(s2)CCC3)C1 (stereo not given)	1	-1	-7	-1	-1	-1	2	12	1
COc1cc(C2CC(=O)OC3=C2C(=O)CC(C)(C)C3)cc(OC)c1OC (stereo not given)	-1	-2	/	-3	-3	-8	0	9	0
CCCCn1c(CNC(=O)C23CC4CC(CC(C4)C2)C3)nnc1SC(C)CC (stereo not given)	3	-5	-1	3	6	-3	-10	13	-2
O=C(Nc1cccc2ccccc12)OC1C=CS(=O)(=O)C1 (stereo not given)	-12	0	8	5	1	0	2	8	7
C/C(CCc1ccccc1)=N\NC(=O)C1C2CCCCC21 (stereo not given)	-2	-3	/	0	1	-1	1	8	1
CCOC(=O)CSc1ccc2nnc(CCNS(=O)(=O)c3ccc(C)cc3)n2n1	2	0	/	1	2	-6	-1	10	4
Cc1ccc(C)c(S(=O)(=O)NCc2ccc(C(=O)NCc3ccccn3)cc2)c1	2	1	-4	3	3	2	0	11	4
CCC(=O)Nc1c(C(=O)Nc2ccc3c(c2)OCCO3)oc2ccccc12	-3	0	-8	-1	8	6	-1	16	-2
CCOC(=O)/C(C(=O)Nc1ccc(Br)cc1)=C1/NC(C)(C)Cc2ccccc21	2	-4	-13	8	5	-4	-1	16	-11[fluorescence artefact?]
COc1ccc(N(CC(=O)NCCC2=CCCCC2)S(=O)(=O)c2ccc(C)cc2)cc1OC	13	0	-7	1	1	/	-2	1	2
CC(C)C(NC(=O)c1ccccc1F)C(=O)Nc1ccc2c(c1)OCO2 (stereo not given)	-15	-2	-11	-5	-1	3	1	-4	-6
CCNC(=O)Cn1cnc2c1c(=O)n(C)c(=O)n2C	0	1	3	2	0	1	-1	16	0

Profiles as entered above. Screens in order: Hck Nef HTS	Runt-SMMHC FRET	KLK5 inh	FXIa inh 1536	Wee1 stabilizer	thrombin 1536	Runt-CBFb FRET	FXIIa inh	14-3-3 Bad inh
Profile of CCCCn1c(CNC(=O)C23CC4CC(CC(C4)C2)C3)nnc1SC(C)CC (stereo not given) : 3	-5	-1	3	6	-3	-10	13	-2
Profile of CCOC(=O)/C(C(=O)Nc1ccc(Br)cc1)=C1/NC(C)(C)Cc2ccccc21 : 2	-4	-13	8	5	-4	-1	16	-11[fluorescence artefact?]

(continued)
mol	Hck Nef HTS	Runt-SMMHC FRET	KLK5 inh	FXIa inh 1536	Wee1 stabilizer	thrombin 1536	Runt-CBFb FRET	FXIIa inh	14-3-3 Bad inh
NS(=O)(=O)c1ccc(NC2=CC(c3ccc(F)cc3)N(c3ccc(S(N)(=O)=O)cc3)C2=O)cc1 (stereo not given)	8	-4	3	2	1	3	3	8	2
COC(=O)/C=C/S(=O)(=O)c1ccc(NC(C)=O)cc1	-2	9	-4	-2	-3	-7	9	-3	0[fluorescence artefact?]
O=C(Nc1nnc(SCc2ccccc2)s1)c1cccs1	1	-1	-2	-4	-3	-3	1	11	-5
S=C(NCCc1ccccc1)NC1CC1	4	2	-6	-3	-2	-8	-2	-3	-7[fluorescence artefact?]
COc1ccc(N/C=C\C(=O)c2ccc(C)cc2)cc1OC	4	-23	-6	-5	1	0	-8	-5	-4
COc1ccc(Nc2ncnc3sc(-c4ccccc4)cc23)cc1	4	0	-20	-12	-1	-6	-1	-1	-5[fluorescence artefact?]
Cc1cc(C)n(C(=O)Cn2nc([N+](=O)[O-])c(Br)c2C)n1	18	-3	-5	-3	-1	4	0	5	-3
O=C(CN1C(=O)/C(=C/c2ccccc2)SC1=S)NNC(=O)c1ccccc1O	35	1	-18	17	4	-2	3	10	-5
CCN(CC)c1ccc(N2C(=O)CSC2=S)cc1	25	/	-6	-6	0	15	/	3	-13
CCOC(=O)c1c(C)[nH]c(C)c1C(=O)CSc1nnc(-c2cc(OC)c(OC)c(OC)c2)o1	3	2	1	-14	-2	-2	0	13	12[fluorescence artefact?]
COc1cc(OC)cc(C(=O)NCC(=O)OCC(=O)Nc2cc(S(C)(=O)=O)ccc2Cl)c1	-4	5	-7	-7	-3	-7	1	1	2
COc1cccc(NC(=O)c2ccc(C(=O)c3ccccc3)o2)c1	17	-1	-1	6	2	1	-2	9	-7
CN(C)/C=N/c1sc2c(c1C#N)CC(C)(C)NC2(C)C	8	4	-11	4	2	0	0	16	2
COc1ccc(/C=C/C(=O)c2ccc(NS(=O)(=O)c3ccc(C)cc3)cc2)cc1O	2	-44	-3	-8	0	-7	-15	-1	-5[fluorescence artefact?]
Cc1cc(C)nc(SCc2cc(=O)c(OC(=O)c3cc([N+](=O)[O-])ccc3Cl)co2)n1	3	2	-20	0	0	-18	-2	7	-1
CCCC12CN(C(=O)c3ccc([N+](=O)[O-])cc3)CC(C)(CN(C(=O)c3ccc([N+](=O)[O-])cc3)C1)C2=O	8	-5	-6	-1	-2	-8	0	6	5
Cc1ccccc1OCC(=O)N/N=C/C=C/c1ccccc1	20	3	-8	-4	1	0	0	7	-1
O=C(NC1CCSC1=O)c1cccc(C(=O)NC2CCSC2=O)c1 (stereo not given)	-2	0	-12	0	3	-12	-1	16	4
CC(C)(C)c1ccc(O)c(N)c1	-19	26	5	7	-2	3	22	1	-15
COP(=O)(OC)C(Nc1ccc(C)cc1)c1ccc([N+](=O)[O-])cc1 (stereo not given)	-2	2	-15	3	-2	-6	0	12	-9[fluorescence artefact?]

A section from further up, for reference:
mol	Hck Nef HTS	Runt-SMMHC FRET	KLK5 inh	FXIa inh 1536	Wee1 stabilizer	thrombin 1536	Runt-CBFb FRET	FXIIa inh	14-3-3 Bad inh
NS(=O)(=O)c1ccc(NC2=CC(c3ccc(F)cc3)N(c3ccc(S(N)(=O)=O)cc3)C2=O)cc1 (stereo not given)	8	-4	3	2	1	3	3	8	2
COC(=O)/C=C/S(=O)(=O)c1ccc(NC(C)=O)cc1	-2	9	-4	-2	-3	-7	9	-3	0[fluorescence artefact?]
O=C(Nc1nnc(SCc2ccccc2)s1)c1cccs1	1	-1	-2	-4	-3	-3	1	11	-5
S=C(NCCc1ccccc1)NC1CC1	4	2	-6	-3	-2	-8	-2	-3	-7[fluorescence artefact?]
COc1ccc(N/C=C\C(=O)c2ccc(C)cc2)cc1OC	4	-23	-6	-5	1	0	-8	-5	-4

Remaining list, next part
The line under a structure holds: Hck Nef HTS | Runt-SMMHC FRET | KLK5 inh | FXIa inh 1536 | Wee1 stabilizer | thrombin 1536 | Runt-CBFb FRET | FXIIa inh | 14-3-3 Bad inh
> CCN(CC)CCNCc1ccc(OCc2ccc(Cl)nc2)c(OC)c1
 : 3 | -4 | -18 | -6 | 7 | -6 | -1 | 3 | 11
> CCOC(=O)c1c(OCCO)nn(-c2ccccc2)c1N
 : 7 | 1 | -1 | -3 | -1 | -1 | 0 | 6 | -2
> CN1C=CC=C/C1=C1\SC(=S)N(CC(=O)O)C1=O
 : 10 | -10 | -3 | -5 | 2 | -11 | 4 | 1 | -4
> CC(C)(CCl)C(=O)Nc1ccnc(-c2ccncc2)n1
 : 16 | -6 | -4 | -5 | 6 | -4 | 0 | 2 | -5
> NC(=O)CSc1cn(Cc2cccc(F)c2)c2ccccc12
 : 14 | 3 | 2 | 15 | -3 | / | -1 | 13 | -9
> CC(C)(C)C(=O)N1CCC(O)(CS(=O)(=O)Cc2ccccc2Cl)CC1
 : -1 | -1 | 6 | -7 | -1 | 0 | 0 | -4 | 4
> Cc1c(C=O)c(Cl)n(C)c(=O)c1C#N
 : 22 | 0 | 3 | 2 | 0 | -6 | 1 | 7 | 5
> O=C(NCc1ccncc1)c1cc(F)c(F)cc1Cl
 : 22 | 3 | 6 | -6 | -1 | -1 | 3 | 7 | -3
> O=c1oc2ccccc2n1Cc1cccc(Cl)c1
 : 5 | -1 | -3 | -7 | 0 | 3 | 0 | 8 | -1
> CCC(C)NC(=O)/C(=C/c1ccco1)c1ccccc1 (stereo not given)
 : -1 | -3 | -9 | 3 | -2 | -1 | / | 16 | 37
> CN1CCN(NC(=O)C2CC2)CC1
 : 0 | 1 | -25 | -2 | 0 | -6 | 2 | 6 | -3[fluorescence artefact?]
> O=C1CCCN1CCC1CCN(C2CC(=O)N(c3ccc(Cl)cc3)C2=O)CC1 (stereo not given)
 : 15 | 6 | -23 | -9 | 0 | -13 | 8 | -5 | 8
> CC(C)Oc1ccc(C(=O)Nc2ccc(C(F)(F)F)n(C)c2=O)cc1
 : 4 | -1 | 4 | 7 | 1 | -5 | -1 | 16 | 12
> O=C(Nc1ccc(Cl)cc1)N(Cc1nnc2n1CCCCC2)c1ccccc1
 : 1 | -4 | -24 | 4 | -1 | 4 | -2 | 19 | -16
> CCN1C(=O)CC(N2CCC(Cc3ccccc3)CC2)C1=O (stereo not given)
 : 1 | / | 5 | 1 | 2 | 7 | / | 11 | -9[fluorescence artefact?]
> COc1cccc(CC(=O)NCC2(N3CCCCC3)CCCCC2)c1
 : 21 | 1 | 1 | -3 | -1 | -3 | 1 | 8 | -7
> CCOC(=O)C1=NNC(C(=O)c2ccc(C)cc2)C1c1ccc(OC)cc1 (stereo not given)
 : 0 | 0 | -24 | 7 | 0 | 1 | 0 | 6 | 16
> COc1ccc(C2CC3(CC(C)(C)NC(SC)=N3)Oc3cc(O)cc(C)c32)cc1 (stereo not given)
 : 5 | 9 | -12 | 4 | -1 | -7 | -3 | 7 | 9
> C=CCn1c(SCc2ccc(C(=O)NCCO)cc2)nc2sc(C)c(C)c2c1=O
 : 1 | -7 | / | -3 | 0 | -8 | -2 | 5 | 2

Compound activity as filed in PubChem BioAssay.
